Assay outcomes deposited in PubChem BioAssay by several laboratories.
S1P3 antagonist: antagonists of human S1P3 receptor. AID 485. inhibition, % at 4.98 µM. CHO S1P3 NFAT-BLA reporter, FRET fluorescence, antagonist mode. 0.27% of 170,000 active. Q99500;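 active = inhibition above the plate cutoff, the mean inhibition of test wells on that plate plus 3 SD, cut at about 28% in these data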;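 note: cells challenged with S1P at its EC80 of 0.8 µM; blue over green emission ratio from cleaved BLA substrate after 4 h stimulation; 0% = S1P-stimulated wells and 100% = unstimulated DMSO-only wells; some compounds past the cut are filed as inactive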
Target sequence (Q99500 whole entry, looked up): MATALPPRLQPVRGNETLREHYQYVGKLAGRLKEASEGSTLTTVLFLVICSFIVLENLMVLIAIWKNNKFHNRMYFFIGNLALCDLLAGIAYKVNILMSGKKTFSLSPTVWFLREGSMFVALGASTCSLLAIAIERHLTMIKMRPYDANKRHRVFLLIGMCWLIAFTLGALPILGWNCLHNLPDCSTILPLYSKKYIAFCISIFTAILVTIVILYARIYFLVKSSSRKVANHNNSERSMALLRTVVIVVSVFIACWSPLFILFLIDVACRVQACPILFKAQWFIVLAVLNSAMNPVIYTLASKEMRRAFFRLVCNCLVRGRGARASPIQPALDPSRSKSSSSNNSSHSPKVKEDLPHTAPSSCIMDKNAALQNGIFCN
SRC2 TRFRET art: counter-screen for PPARgamma SRC-2 recruitment agonists: TR-FRET artefact | hits give high values | TR-FRET ratio at 8 µM | 0.4% of 200,000 active | AID 1049; in the data active = TR-FRET ratio above about 2000; note: inactives centre near 1500
PPARg SRC1 recr: agonists of human PPARgamma SRC-1 coactivator recruitment; P37231; PPARgamma-SRC-1 coactivator recruitment biochemical assay; activation, % at 8 µM; 0.41% of 200,000 active; AID 631; in the data active = activation above about 19%;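 note: 0% = DMSO and 100% = reference agonist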
Diaph inh CS: inhibits diaphorase or chemically oxidizes, flagging diaphorase assay artifacts | diaphorase resazurin-to-resorufin fluorescence, NADH, 16 min; bacterial (C. kluyveri) enzyme, not human | inhibition, % at 20 µM | 0.69% of 190,000 active | AID 1217;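 active = primary screen inhibition at 20 µM above a set limit, cut at about 50% in these data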;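 note: plate controls were DMSO with full reaction for no effect and wells lacking NADH for full effect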
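Assay system: diaphorase enzyme from Clostridium kluyveri; Input: enzyme working solution with 0.14 U/mL diaphorase; Timing: 16 min at room temperature; Technique: resorufin fluorescence, excitation 544 nm, emission 590 nm; Benchmarks: positive control minus NADH, DMSO neutral control.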
PPARg SRC3 recr: agonists of human PPARgamma SRC-3 coactivator recruitment; biochemical PPARgamma/SRC-3 coactivator recruitment assay; activation, % at 8 µM; 0.26% of 200,000 active; AID 731; in the data active = activation above about 23%;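 note: 0% = DMSO and 100% = reference agonist; some compounds past the cut are filed as inactive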
PMI act hi M6P: activators of human phosphomannose isomerase at near-saturating mannose 6-phosphate; P34949; AID 1216; 0.34% of 190,000 active; activation factor at 20 µM; coupled PMI enzyme assay, resazurin fluorescence, 20 min; hits give high values; 1 = untreated enzyme, 0 = substrate-free blank;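 active = activation factor of 2 or more at 20 µM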
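Test system – human PMI in coupled enzyme assay · Timing – 20 min incubation at room temperature · Detection – Diaphorase-driven resazurin-to-resorufin fluorescence, excitation 544, emission 590 nm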
Diaph act CS: diaphorase activation or chemical reduction counter-screen; activation factor at 20 µM; AID 1229; Diaphorase/resazurin coupled assay, resorufin fluorescence, 16 min; hits give high values; 1 = vehicle wells, 0 = NADH-free wells; 0.005% of 190,000 active;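 active = diaphorase activity raised at least twofold by the compound at 20 µM; inactive = activation factor below 2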
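Material: purified diaphorase enzyme from Clostridium kluyveri; Also added: 0.114 mM NADH and 0.1 mM resazurin, final amounts; Doses: single compound dose of 20 µM, 1% DMSO final; Times: 16 min enzyme reaction, ambient temperature; Detection: resorufin fluorescence, excitation 544 nm, emission 590 nm; Measure: increased resorufin signal from activators or reducing compounds.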
ROMK mod: modulates human ROMK potassium channel activity; P48048; B-score at 10 µM; Tet-inducible ROMK, thallium flux fluorescence; actives lie on both sides; 2% of 130,000 active;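 active = signal ratio slope over the read window, or its plate-corrected B-score, at least 3 SD from the plate mean, either direction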;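 note: B-score of the F/F0 ratio slope over 7 to 12 s after thallium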
Target sequence (P48048 whole entry, looked up): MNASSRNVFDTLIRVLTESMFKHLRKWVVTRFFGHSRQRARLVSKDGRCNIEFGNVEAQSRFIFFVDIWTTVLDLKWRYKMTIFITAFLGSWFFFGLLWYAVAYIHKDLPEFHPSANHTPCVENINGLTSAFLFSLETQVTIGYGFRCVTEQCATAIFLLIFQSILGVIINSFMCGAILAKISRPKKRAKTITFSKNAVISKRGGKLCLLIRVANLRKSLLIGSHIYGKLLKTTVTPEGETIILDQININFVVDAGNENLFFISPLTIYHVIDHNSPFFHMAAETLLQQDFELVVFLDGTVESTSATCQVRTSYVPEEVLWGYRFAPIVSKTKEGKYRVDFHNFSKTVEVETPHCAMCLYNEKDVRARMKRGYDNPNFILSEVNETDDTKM
PMI activator: increases human mannose-6-phosphate isomerase activity. P34949. purified human PMI, coupled resazurin fluorescence, 20 min; hits give high values; 1 = vehicle control, 0 substrate-free wells. activation factor at 20 µM. 0.005% of 190,000 active;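 active = activation factor of 2 or more at 20 µM, relative to plate controls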
PPARg SRC2 recr: PPARgamma-driven SRC-2 recruitment agonism. PPARgamma LBD-SRC-2 recruitment, biochemical. 0.34% of 200,000 active. P37231. activation, % at 8 µM; in the data active = activation above about 22%;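 note: 0% = vehicle and 100% = reference agonist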
G6PDH CS: inhibits Leuconostoc G6PDH, flagging false hits in G6PDH-based assays | Purified L. mesenteroides G6PDH, diaphorase/resazurin coupled fluorescence, 45 min | inhibition, % at 5 µM | 0.12% of 200,000 active | AID 1020; in the data active = inhibition above about 50%
Numbers without * were called inactive; . = not tested or not shown. An unsorted share of the library; about 3.3% have a hit in one of these screens.

SMILES	S1P3 antagonist	SRC2 TRFRET art	PPARg SRC1 recr	Diaph inh CS	PPARg SRC3 recr	PMI act hi M6P	Diaph act CS	ROMK mod	PMI activator	PPARg SRC2 recr	G6PDH CS
Cc1ccc2nc(N(CCCN(C)C)C(=O)c3cc4ccccc4oc3=O)sc2c1	-1	1586	13	5	2	1.1	0.9	.	1.1	11	-8
CCOc1cc(/C=C(\C#N)c2[nH]nc(N)c2C#N)ccc1O	.	1532	-3	24	5	0.9	0.8	4.8*	0.8	5	8
Cc1c(Cl)cccc1Nc1nc(N)nc(CSc2ncccn2)n1	-1	1709	3	22	-3	1	0.8	0.57	1	4	-3
CCOc1ccc(Oc2ccc(-c3nnc(-c4ccccc4)o3)cc2[N+](=O)[O-])cc1	.	1476	4	9	12	1	0.9	1.2	1.1	11	8
O=C(COC(=O)/C(=C/c1cccs1)c1cccs1)NC(c1ccccc1)c1ccccc1	-11	1560	-2	20	-4	0.9	0.8	0.025	1	16	1
CN(C)c1nc(N)nc(Cn2ccnc2)n1	-8	1372	-5	5	-9	0.9	1	.	0.9	5	3
CCOC(=O)c1ccccc1N/C=C1\CCCC1=O	-14	1563	4	24	0	1.3	0.8	.	1.3	6	-1
Cc1ccc(O)c(NC(=S)NC(=O)CC(C)C)c1	-3	1495	2	26	1	0.8	0.7	-0.078	0.8	-3	6
Cc1cc(C)n(CC(C)C(=O)O)n1 (stereo not given)	-17	1448	1	17	-1	0.9	0.8	1.1	1	-1	11
COc1ccc(C(=O)N[C@H](C(=O)OCC(=O)NC(=O)c2cccn2C)C(C)C)cc1	-2	1601	8	2	0	1	1	.	0.9	-4	-2
Cc1ncc([N+](=O)[O-])n1Cc1ccc(F)cc1	-14	1666	0	2	2	1	1	-0.094	1	5	3
COC(=O)C1=C(Cn2cnc3ccccc32)NC(=O)NC1c1cc(C)ccc1C (stereo not given)	-20	1533	11	17	4	0.9	0.8	.	0.9	7	4
COc1cc(NS(=O)(=O)c2ccc(NC(=S)NC(=O)c3sc4ccccc4c3Cl)cc2)nc(OC)n1	-10	1749	4	31	3	1	0.7	1.6	0.8	8	2
Cc1ccccc1-c1nc2sc(-c3ccccc3)cc2c(=O)o1	.	1781	2	-11	15	1.1	1.1	.	1	6	3
O=C(COC(=O)CN1C(=O)C2CCCCC2C1=O)Nc1ccc(S(=O)(=O)N2CCOCC2)cc1 (stereo not given)	-5	1504	-8	7	-4	1	0.9	1.8	0.9	-2	5
CCOc1ccc(C(CC(=O)O)NC(=O)C2c3ccccc3Oc3ccccc32)cc1 (stereo not given)	4	1615	9	11	7	1.1	0.9	.	1	1	-3
Cc1occc1C(=O)NC1CCCCCC1	10	1522	-6	26	5	0.9	0.7	3.1*	1.1	-2	5
COc1ccc(S(=O)(=O)N2CCC(NC(=O)N3CCOCC3)CC2)cc1	10	1645	-1	12	-3	0.9	0.9	-0.012	0.9	8	6
Cc1noc(C)c1COC(=O)C1CC(O)CN1S(=O)(=O)c1ccc(Cl)cc1 (stereo not given)	-16	1513	2	2	-5	1.1	1	.	1	2	-1
O=C(O)c1cccc(N2C(=O)/C(=C/c3ccc(SCc4ccc(Cl)cc4)o3)SC2=S)c1	4	1440	1	62*	-1	0.3	0.4	-4.2*	0.3	11	21

Quoted at random: 3 entries already listed.
SMILES	S1P3 antagonist	SRC2 TRFRET art	PPARg SRC1 recr	Diaph inh CS	PPARg SRC3 recr	PMI act hi M6P	Diaph act CS	ROMK mod	PMI activator	PPARg SRC2 recr	G6PDH CS
Cc1ccccc1-c1nc2sc(-c3ccccc3)cc2c(=O)o1	.	1781	2	-11	15	1.1	1.1	.	1	6	3
COc1ccc(S(=O)(=O)N2CCC(NC(=O)N3CCOCC3)CC2)cc1	10	1645	-1	12	-3	0.9	0.9	-0.012	0.9	8	6
Cc1cc(C)n(CC(C)C(=O)O)n1 (stereo not given)	-17	1448	1	17	-1	0.9	0.8	1.1	1	-1	11

New compounds follow
SMILES	S1P3 antagonist	SRC2 TRFRET art	PPARg SRC1 recr	Diaph inh CS	PPARg SRC3 recr	PMI act hi M6P	Diaph act CS	ROMK mod	PMI activator	PPARg SRC2 recr	G6PDH CS
O=C(Nc1nc(COc2ccccc2)cs1)C12CC3CC(CC(C3)C1)C2	.	1714	2	33	8	0.9	0.7	-0.0026	0.9	14	10
CC1Cc2ccccc2N1c1ncnc2c1nnn2Cc1ccccc1 (stereo not given)	-2	1553	-4	23	-2	0.9	0.8	-0.22	0.9	-8	15
O=C(COc1ccccc1Cl)NCCCN1CCOCC1	-34	1307	-2	17	-13	0.9	0.8	.	0.9	-9	-18
CC1(C(=O)O)Sc2[nH]c(=O)sc2C2c3ccccc3OC(=O)C21 (stereo not given)	-2	1524	1	28	1	0.9	0.7	0.55	0.9	1	3
COc1ccccc1N(CCC#N)C(=O)CSc1ccc2c(c1)OCCO2	6	1570	0	-4	-1	1.1	1	.	1.1	9	-4
CCn1c(COc2ccc(C)cc2)nc2ccccc21	0	1781	3	0	5	1	1	-1.5	1	9	12
CN1CCN(CCCNC(=O)c2ccc(/C=C3\Sc4ccccc4N(Cc4ccc(F)cc4)C3=O)cc2)CC1	-8	1527	2	-30	0	1	1.3	-0.25	0.9	5	3
COc1ccc(CN2CCN(C3CCOCC3)CC2CCO)c(C)c1C (stereo not given)	-15	1419	4	5	-6	1.1	0.9	0.81	1	-3	14
CCOC(=O)C1NC(=O)CC1c1ccccc1 (stereo not given)	.	1663	5	6	2	1.1	0.9	.	1.1	8	10
O=C(CN1CCN(c2ccccn2)CC1)NC1CCCCC1	.	1514	-2	13	3	0.9	0.9	.	1	-6	0
CCCCOC(=O)CCn1c(=S)oc2ccccc21	22	1709	11	18	9	1	0.8	.	1	2	2
O=C(CSc1ccccc1)N1CCN(C(=O)c2ccco2)CC1	-6	1621	-2	-5	-4	1.1	1.1	0.82	1.1	-4	2
O=C(Nc1nc(-c2ccc(S(=O)(=O)N3CCCCCC3)cc2)cs1)c1cccs1	12	2280*	22*	22	1	1	0.8	-0.3	1	6	-28
Cc1nnc(SCC(=O)N2CCC(c3noc4ccc(F)cc34)CC2)s1	22	1563	0	4	2	1	1	.	1	5	-4
NC(=O)CSc1nnnn1-c1ccc2c(c1)OCCO2	.	1543	6	3	-10	1.1	1	0.6	1.1	5	3
CCN(CC)S(=O)(=O)c1ccc(S(=O)(=O)Nc2ccc3c(c2)oc2ccccc23)cc1	.	1459	-2	29	0	0.8	0.7	0.0043	0.7	1	10
CN(C)CCN1C(=O)C(O)=C(C(=O)c2cc3ccccc3o2)C1c1ccccn1 (stereo not given)	.	1299	5	-12	15	1.1	1.1	.	1.1	-6	5
COC(=O)c1ccccc1NC(=O)C(C)NS(=O)(=O)c1ccc(OC)cc1 (stereo not given)	4	1580	-3	8	4	0.9	0.9	-0.021	0.8	2	4
Cc1ccc(S(=O)(=O)NCCCOC(=O)Nc2ccncc2)cc1	-7	1631	0	3	-1	1	1	0.0092	1	-3	6
Cc1nc([N+](=O)[O-])c(C(=O)OCc2ccccc2C#N)n1C	-5	1562	0	4	1	1	1	-0.0004	1	-8	-9

Continued, overlapping the part above by 2 compounds.
SMILES	S1P3 antagonist	SRC2 TRFRET art	PPARg SRC1 recr	Diaph inh CS	PPARg SRC3 recr	PMI act hi M6P	Diaph act CS	ROMK mod	PMI activator	PPARg SRC2 recr	G6PDH CS
Cc1ccc(S(=O)(=O)NCCCOC(=O)Nc2ccncc2)cc1	-7	1631	0	3	-1	1	1	0.0092	1	-3	6
Cc1nc([N+](=O)[O-])c(C(=O)OCc2ccccc2C#N)n1C	-5	1562	0	4	1	1	1	-0.0004	1	-8	-9
CCOC(=O)c1cc(-c2ccccc2)n(CCC(=O)N2CCN(c3ccccc3OC)CC2)c1C	-10	1502	-9	25	-1	0.8	0.7	-0.49	0.8	-2	4
CCN(Cc1ccncc1)C(=S)Nc1ccc(Cl)cc1	13	1911	1	20	-1	0.9	0.8	0.78	1	2	3
CCn1c(C)cc2c(c1=O)C(c1ccccc1Br)C(C#N)=C(N)O2 (stereo not given)	8	1591	3	27	-1	0.8	0.7	.	0.8	9	-7
COc1ccc(C2C(C(=O)N3CCN(c4ccccc4F)CC3)c3ccccc3C(=O)N2C)cc1 (stereo not given)	.	1504	12	10	-2	1	0.9	-0.34	1	6	-13
CC(=O)Nc1cccc(C(=O)N/N=C/c2ccccc2F)c1	-16	1401	-1	7	0	1	0.9	0.32	1	4	13
CCOC(=O)c1cc2c(N)c(C(=O)c3cc(C#N)c(SC)nc3C)sc2nc1C	-8	1602	-4	32	7	1.5	0.7	.	1.5	2	6
CC(C)n1c(SCCCc2ccccc2)nc2c1c(=O)[nH]c(=O)n2C	7	1419	3	19	9	0.9	0.8	.	0.9	6	-21
COc1ccc(-c2nnc(SCc3nnc(-c4ccc(Cl)cc4)o3)n2-c2ccccc2)cc1	-29	1463	1	29	14	0.8	0.7	.	0.7	9	5
Cc1ccc(NC(=O)Cn2c(/C=C/c3ccccc3)nc3ccccc32)cc1C	.	1644	4	7	9	0.8	0.9	.	0.9	-7	-37
CCOC(=O)c1c(N)sc(C(N)=O)c1C	-15	1694	-2	5	2	1	1	.	1.1	1	5
COCC(=O)Nc1cc(Cl)c(OC)cc1OC	6	1586	5	-1	2	0.9	1	-0.21	1	7	14
CN(C)CC(O)CN1C(=O)NC(C)(C)C1=O (stereo not given)	5	1596	5	.	-1	.	.	0.13	.	2	16
COc1ccc(N2CCN(CC(O)COCc3ccccc3)CC2)cc1 (stereo not given)	18	1565	4	-2	0	1	1	.	1	-1	14
O=C(c1ccncc1)c1ccc(NC(=O)c2cccs2)cc1	-9	1715	6	0	3	1	1	1.2	1	10	-2
O=C(c1cccs1)N1CCc2c([nH]c3ccccc23)C1c1ccc(Cl)cc1 (stereo not given)	.	1700	-3	14	12	0.9	0.9	.	0.9	11	0
COc1ccc(-n2nc(C(=O)NCC(=O)NCc3ccco3)c3ccccc3c2=O)cc1	26	1649	10	12	-8	1	0.9	-0.21	1	-2	5
Cn1c(C(N)=O)cnc1Sc1ncc(C(F)(F)F)cc1Cl	.	1624	-1	11	4	0.9	0.9	.	1	5	2
Cc1nnc(-c2cnn(-c3ccccc3)c2N)n1Cc1ccccc1	.	1465	4	9	4	1	0.9	.	1	-1	1
COC(=O)COc1ccc(-c2ccccc2)cc1C=O	-27	1516	-1	7	-4	0.9	0.9	.	1.1	-11	2
CC1(C)Cc2c(C#N)c(NCCCO)nc(-c3ccccc3)c2CO1	-9	1516	-2	10	-1	0.9	0.9	.	1	0	-2

Printed as active in PPARg SRC1 recr, among the entries above:
SMILES | S1P3 antagonist | PPARg SRC1 recr | Diaph inh CS | PPARg SRC3 recr | PMI act hi M6P | ROMK mod | PMI activator | PPARg SRC2 recr | G6PDH CS
O=C(Nc1nc(-c2ccc(S(=O)(=O)N3CCCCCC3)cc2)cs1)c1cccs1 | 12 | 22* | 22 | 1 | 1 | -0.3 | 1 | 6 | -28
